Source: PubChem BioAssay (National Center for Advancing Translational Sciences (NCATS))
AmpC detergent: blocks E. coli AmpC beta-lactamase in detergent assay. P00811. AmpC hydrolysis of nitrocefin, absorbance 480 nm, 0.01% Triton. Potency, µM (titrated, usually from 114 µM), without a hit: at the highest dose activity change, negative = inhibition, usual class: inhibitors. 0.041% of 370,000 active;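 note: potency is the fitted concentration of half-maximal effect; 0% = no-compound wells and -100% = no-enzyme wells; nearly all actives have a fitted effect of over 25% in size; some results filed as inactive show a strong effect at the top dose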
Target sequence (P00811 whole entry, looked up): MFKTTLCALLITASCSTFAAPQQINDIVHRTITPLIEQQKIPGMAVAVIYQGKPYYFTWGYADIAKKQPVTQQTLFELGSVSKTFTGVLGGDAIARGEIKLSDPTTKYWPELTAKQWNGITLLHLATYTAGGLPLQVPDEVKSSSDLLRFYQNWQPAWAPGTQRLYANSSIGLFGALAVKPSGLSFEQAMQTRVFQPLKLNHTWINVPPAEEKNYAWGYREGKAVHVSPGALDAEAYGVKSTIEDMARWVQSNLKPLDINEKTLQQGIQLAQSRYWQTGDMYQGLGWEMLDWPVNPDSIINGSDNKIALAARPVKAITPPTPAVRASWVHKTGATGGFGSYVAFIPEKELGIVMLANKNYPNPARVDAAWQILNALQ
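AmpC (5.3 nM in the dispensed reagent) in 20 mM phosphate pH 7.0 with 0.01% (detergent screen) or 0.0001% Triton X-100 was preincubated with compounds for 15 min at room temperature. Nitrocefin was then added from an 800 uM solution, and hydrolysis was followed at 480 nm.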
AMA1 RON2 block: AMA1-RON2 (P. falciparum) interaction inhibition; AlphaScreen AMA1-biotinylated RON2 peptide binding; Potency, µM (top dose mostly 58.2 µM), for the others: at the highest dose activity change, negative = inhibition, usual class: inhibitors; 0.2% of 360,000 active; AID 720542;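 note: potency is the fitted concentration of half-maximal effect; 0% = vehicle wells and -100% = peptide control; nearly all actives have a fitted effect of over 45% in size; some results filed as inactive show a strong effect at the top dose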
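AMA1 (3D7) with his tag at 25 nM final met compounds first, then biotinylated RON2 peptide at 25 nM; detection used donor plus acceptor beads, 10 µg/mL apiece, read by AlphaScreen after 30 min at room temperature.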
Sm TGR block: blocks Schistosoma mansoni thioredoxin glutathione reductase. Q962Y6. purified TGR, DTNB reduction, TNB absorbance 405 nm. Potency, µM (doses to about 114 µM), for inactives: top-dose activity change, negative = inhibition, hits mostly inhibitors. 3% of 360,000 active. AID 485364; note: potency is the fitted concentration of half-maximal effect; nearly all actives have a fitted effect of over 60% in size
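Kinetic colorimetric format: TGR-catalysed, NADPH-driven DTNB reduction monitored via TNB absorbance. Enzyme dispensed at 20 nM; compound exposure 15 min at room temperature before reaction start.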
AmpC inh no detg: AmpC beta-lactamase inhibition without detergent; 0.52% of 330,000 active; AmpC nitrocefin hydrolysis, absorbance 480 nm, 0.0001% Triton; Potency, µM (top dose mostly 57.1 µM), without a hit: top-dose activity change, negative = inhibition, usual class: inhibitors; P00811;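 note: potency is the fitted concentration of half-maximal effect; plate controls were no compound for no effect and no enzyme for full effect; nearly all actives have a fitted effect of over 20% in size; some results filed as inactive show a strong effect at the top dose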
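AmpC (5.3 nM in the dispensed reagent) in 20 mM phosphate pH 7.0 with 0.01% (detergent screen) or 0.0001% Triton X-100 was preincubated with compounds for 15 min at room temperature. Nitrocefin was then added from an 800 uM solution, and hydrolysis was followed at 480 nm.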
HCMV inh: blocks human cytomegalovirus replication | activity change, negative = inhibition, % at 57.5 µM | HFF cells, HCMV-luciferase reporter, 72 h; stronger effect = lower value | 4.5% of 410,000 active; in the data active = activity change below about -60%; inconclusive = no clear call, values can overlap the other calls; inactive = above about -39%
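Cell-based, HFFs, 1000 cells/well, 16 h 37C; cpds in DMSO + HCMV-luc, MOI 1 PFU/cell; 72 h 37C; OneGlo luminescence after 5 min RT; norm. to buffer vs Salinomycin 10uM.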
Giardia FBPA inh: inhibitors of Giardia lamblia fructose-1,6-bisphosphate aldolase. purified Giardia FBPA. AID 2451. 0.71% of 290,000 active. Potency, µM (top dose mostly 59.6 µM), for inactives: at the highest dose activity, negative = inhibition, most hits filed as inhibitors; note: potency is the fitted concentration of half-maximal effect; nearly all actives have a fitted effect of over 55% in size
Target sequence (A8B2U2 whole entry, looked up): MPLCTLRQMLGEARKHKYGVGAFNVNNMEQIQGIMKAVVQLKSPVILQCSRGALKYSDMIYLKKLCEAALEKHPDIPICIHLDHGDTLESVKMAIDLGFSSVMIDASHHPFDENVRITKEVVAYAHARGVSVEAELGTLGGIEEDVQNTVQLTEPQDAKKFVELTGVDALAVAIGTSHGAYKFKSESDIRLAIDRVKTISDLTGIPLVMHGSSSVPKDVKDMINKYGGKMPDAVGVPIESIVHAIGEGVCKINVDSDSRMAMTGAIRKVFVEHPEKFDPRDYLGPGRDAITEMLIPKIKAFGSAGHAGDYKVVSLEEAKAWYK
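40 nM FBPA preincubated 10 min at RT with compound (up to 57.5 uM final), then substrate plus GAPDH/TPI/NAD/arsenate coupling and diaphorase/resazurin added. Fluorescence read after 20 min at RT, 525/598 nm.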
Numbers without * were called inactive; ? = inconclusive; nt = no result given; & = joins results of further samples; [ ] = another dose, or the depositor's remark. Unless noted, calls come from the whole dose curve; as a rule, active = well fitted curve in the direction sought with a large enough effect; inconclusive = small, poorly fitted or top-dose-only effect, or another doubt; inactive = no such curve, though single readings can be large; an effect the other way counts as inactive or inconclusive. Unless noted, % is set by controls: 0 for no effect and ±100 for the full control effect. Hits appear at their usual frequency; overall some 7.8% were active at least once.

Each structure is followed by: AmpC detergent, AMA1 RON2 block, Sm TGR block, AmpC inh no detg, HCMV inh, Giardia FBPA inh
1. CCCOc1ccccc1OCC(=O)N1CCN(S(=O)(=O)c2ccc(Cl)cc2)CC1
  -1%, 0%, -30%, 34%, -5, nt
2. COC(=O)CSc1nc(-c2ccc(C)cc2)c2c(c1C#N)CCCC2
  6%, 13%, 4%, 0%, ?, 0%
3. NC(=O)c1ccc(NC(=O)CSc2cn(CC(=O)N3CCOCC3)c3ccccc23)cc1
  -9%, 10%, -5%, -3%, -16, 7%
4. COc1ccc(-n2c(=O)c3ccccc3n(Cc3cccc(C)c3)c2=O)cc1
  17%, nt, 2%, nt, -23, nt
5. CC(=O)c1cc(C(C)=O)c(C)nc1C
  -7%, -9%, -1%, -13%, 5, 3%
6. Cc1cc(C(=O)NCC(=O)O)c(C)o1
  -6%, -4%, 0%, -3%, 22, 4%
7. O=C(COC(=O)c1cccnc1Cl)c1ccc(F)cc1
  -11%, 7%, -7%, -15%[2.29 µM], ?, 5%
8. CCc1ccc(CN(C(=O)Nc2cccc(Cl)c2)c2ccccn2)cc1
  3%, nt, 0%, nt, 24, nt
9. C[C@H](NC(=O)[C@H]1N2C(=O)c3ccccc3C2SC1(C)C)C(=O)NCc1ccncc1 (some centres undefined)
  0%, 7%, 4%, -5%, 7, ?
10. COc1ccccc1NC(=O)CN(c1ccc([N+](=O)[O-])cc1)S(=O)(=O)c1ccccc1
  -13%, -12%, -4%, -9%, -4, -5%
11. CCn1nc(C(=O)OCc2c(C)noc2C)c2ccccc2c1=O
  -14%, 12%, 2%, 10%, -23, 15%
12. O=C(NCCc1csc2nc(-c3ccccc3F)nn12)c1ccccc1C(F)(F)F
  13%, nt, 6%, nt, -7, nt
13. Cc1cc(C)n2nc(C(=O)OCC(=O)c3ccc(F)cc3)nc2n1
  ?, 19%, -15%, ?, -5, nt
14. O=C1CC(c2ccccc2)CC(O)=C1C=NCc1ccccc1 (centres undefined)
  -14%, 12%, -22%, -57%, -27, 1%
15. Cc1cc(C)cc(CC2CC(=O)N(c3ccc(Cl)cn3)C2=O)c1 (centres undefined)
  0%, -5%, -1%, 6%, -12, 10%
16. CCN(CC)S(=O)(=O)c1cc(NS(=O)(=O)c2cccs2)ccc1C
  nt, -15%, nt, -35%, 35, nt
17. CCOc1ccc(NC(=O)c2ccc(-c3cccc(Cl)c3C)o2)cc1
  -2%, nt, -14%, nt, -9, nt
18. CCCCNC(=O)N1CCOCCOCCN(C(=O)NCCCC)CCOCCOCC1
  ?, 4%, -2%, 37%, 9, 3%
19. Cc1cccc(C)c1NC(=O)CN1CCN(CCCC(c2ccc(F)cc2)c2ccc(F)cc2)CC1
  ?, 4%, 1%, 218%[activator], 6, 1%[21.7 µM]
20. COc1ccccc1-c1ccc(SCC(=O)NC2CCCCC2)nn1
  ?, 7%, -18%, -8%, -4, 2%
21. COc1ccc2[nH]c(=O)c(CN(C(=O)c3cccc(Cl)c3)c3ccccc3OC)cc2c1
  14%, nt, 3%, nt, 11, nt
22. CCN1C(=O)[C@H]2[C@@H](c3ccc(C)cc3)N3C(=O)N(c4ccc(C)cc4)C(=O)[C@@]3(Cc3ccc(Cl)cc3)[C@H]2C1=O
  -12%, 6%, -22%, -17%, 4, -4%
23. O=C(CN1C(=O)COc2ccc(S(=O)(=O)NC3CCCC3)cc21)NCc1ccccc1Cl
  11%, nt, 1%, nt, 3, nt
24. CCOC(=O)Nc1ccc2c(c1)N(C(=O)C(C)N1CCCC1)c1ccccc1CC2 (centres undefined)
  4%, 12%, 5%, 39%, nt, 0%
25. CCc1ccc(S(=O)(=O)Nc2ccc(-c3ccc4nncn4n3)cc2)s1
  -1%, 12%, -2%, 89%[activator], -15, nt
26. O=C(CCc1ccccc1)N1CCN(c2ccccc2F)CC1
  7%, -9%, 21%, 14%, ?, 3%
27. CN(c1ccccc1)S(=O)(=O)c1cccc(NC(=O)CSc2nnc(C3CC3)n2C)c1
  -3%, 11%, -13%, 27%, -17, nt
28. CCN1CCN(c2c(S(=O)(=O)c3ccccc3)cnc3ccc(Cl)cc23)CC1
  3%, nt, -9%, nt, -27, nt
29. COC(=O)c1cc(OC)c(OC)cc1NC(=O)CSc1ccccc1
  ?, 13%, 1%, 190%[activator], 10, nt
30. COc1ccc(OC)c(CN2CCN(C(=O)c3cccs3)CC2)c1
  ?, ?, 0%, 11%, 52, ?
31. CCOC(=O)C1CCN(c2c([N+](=O)[O-])c(C(Cl)Cl)nn2-c2ccccc2)CC1
  -1%, -30%, -9%, 0%, 19, 1%
32. Cc1cc(C)c(C#N)c(N2CCN(CCOc3ccc(Cl)cc3)CC2)n1
  ?, 0%, 0%, 16%, -7, 1%
33. CCN(CC)CCCNC(=O)CCc1ccccc1
  3%, 16%, -6%, 3%, 70, -8%
34. CC(OC(=O)c1ccc(Cl)nc1)C(=O)NC1CCCC1 (centres undefined)
  2%, 5%, -13%, 1%, -9, nt
35. O=C(CSc1cn(CC(=O)N2CCCCC2)c2ccccc12)NCC1CCCO1 (centres undefined)
  7%, -4%, -4%, 25%, -34, 2%
36. COc1ccc(C2C3=C(CCCC3=O)N(CC(=O)O)C3=C2C(=O)CCC3)cc1
  -4%, -3%, -24%, 63%, 12, -3%
37. CC(=O)Nc1ccc(S(=O)(=O)/N=C2/NC(=O)/C(=C\c3ccco3)S2)cc1
  2%, 0%, 14µM*, -36%, -26, ?
38. COc1ccc(OC)c(S(=O)(=O)N2CCCC(N3CCN(c4ccccc4)CC3)C2)c1 (centres undefined)
  -5%, -6%, -15%, 78%[activator], -21, -5%
39. Cc1ccc(C2=NNC(C(O)C(O)C(O)C(C)O)S2)cc1 (centres undefined)
  2%, 28%, 0%, -13%, 11, -2%
40. O=C(CN(c1ccc(F)cc1)S(=O)(=O)c1ccc2c(c1)OCCO2)NCc1ccncc1
  -9%, 35%[activator], 9%, -4%, -5, 5%
41. Cc1cc(C)n(-c2nnc(C)n2/N=C/c2ccco2)n1
  ?, 35%[activator], -18%, -9%, -14, 0%
42. COc1ccc(C(=O)NC(C(=O)NCC2CCCO2)C(C)C)cc1 (centres undefined)
  -7%, 2%, 16%, -2%, -21, 3%
43. CCN(C(=O)c1cc2c(=O)[nH]c3ccc(C)cc3c2s1)c1ccccc1F
  7%, -20%, 8%, -13%, 0, 4%
44. CCC(c1nnc(SCC(=O)NCCc2ccc(Cl)cc2Cl)o1)N(C)C (centres undefined)
  -18%, 2%, 1%, 111%, -26, -10%
45. O=C(Cc1c(Cl)cccc1Cl)NCCc1ccc(Cl)cc1
  1%, -6%, 2%, -21%, -34, 8%
46. CCOc1ccc(S(=O)(=O)N(C)CCO)cc1-c1nc2c(C(C)(C)C)nn(C)c2c(=O)[nH]1
  -13%, -3%, 5%, 131%[activator], -13, -3%
47. Cc1ccc2[nH]c3c(=O)n(CCCN4CCN(C)CC4)cnc3c2c1
  5%&-14%, 1%, 3%&-15%, 1%&-18%, 33, 0%&3%
48. Cc1ccc(OCC(=O)O/N=C(\N)Cc2ccc([N+](=O)[O-])cc2)cc1C
  12%, -1%, -2%, -17%, -12, 0%
49. Cc1ccc(-c2ccc(/C=N/n3cnnc3)o2)cc1Cl
  -5%, -6%, 0%, 37%, 17, 0%
50. O=C(NC(=S)N1CCCC1)c1cccc([N+](=O)[O-])c1
  -3%, 117%[activator], 2%, -7%, 6, nt
51. Cc1ccc(CNC(=O)CCc2c(C)c3ccc(O)c(C)c3oc2=O)cc1
  5%, nt, 1%, nt, -16, nt
52. CCC(C)NC(=O)C1(O)c2ccccc2NC(=O)N1c1ccc(C)c(C)c1 (centres undefined)
  -4%, -3%, 0%, -13%, 8, -4%
53. CC(Nc1n[nH]c(=O)[nH]c1=O)C(=O)N/N=C/c1ccccc1 (centres undefined)
  4%, 0%, 13%, -3%, -34, 2%
54. Cc1ccc(CNC(=O)CCCc2nnc3n(CC(C)C)c(=O)c4sccc4n23)cc1
  -9%, nt, 1%, nt, -17, nt
55. Cc1ccc2c(c1)C1CN(C)CCC1N2C(=S)Nc1cccnc1 (centres undefined)
  0%, 10%, -6%, -7%[2.29 µM], -9, -1%
56. COc1ccc(-c2nc3c(C#N)c[nH]n3c2NC2CCCC2)c(OC)c1
  -6%, nt, 0%, nt, -6, nt
57. O=[N+]([O-])c1ccc(COc2ccc(-c3[nH]ncc3-c3ccc(Cl)cc3)c(O)c2)cc1
  -4%, 34%[activator][11.6 µM], -2%, -56%, -7, 15%
58. Cc1cc(C)cc(OCCOCCn2c(-c3ccc(Cl)cc3)nc3ccccc3c2=O)c1
  17%, nt, 7%, nt, 14, nt
59. Cc1ccc(C)c(NC(=O)CN(C)C(=O)c2sccc2C)c1
  0%, -19%, 4%, -9%, 0, nt
60. COc1cccc(N/C(N)=N/c2nc(CSc3ccccn3)cc(=O)[nH]2)c1
  1%, nt, 3%, -29%, nt, -6%

Part of the list above, screen by screen.
46) CCOc1ccc(S(=O)(=O)N(C)CCO)cc1-c1nc2c(C(C)(C)C)nn(C)c2c(=O)[nH]1
47) Cc1ccc2[nH]c3c(=O)n(CCCN4CCN(C)CC4)cnc3c2c1
Assay by compound	46	47
AmpC detergent	-13%	5%&-14%
AMA1 RON2 block	-3%	1%
Sm TGR block	5%	3%&-15%
AmpC inh no detg	131%[activator]	1%&-18%
HCMV inh	-13	33
Giardia FBPA inh	-3%	0%&3%

Continued:
Each structure is followed by: AmpC detergent, AMA1 RON2 block, Sm TGR block, AmpC inh no detg, HCMV inh, Giardia FBPA inh
61. O=C(CN1CCCC1)NC12CC3CC(CC(C3)C1)C2
  -5%, -3%, -8%, -12%, -14, -6%
62. COC(=O)CNC(=O)Cn1c(=O)n(Cc2ccc(F)cc2)c(=O)c2sccc21
  -12%, 6%, 8%, 15%, -9, 10%
63. Cc1cc(Nc2ccccc2)c2c([N+](=O)[O-])c(C)cc(C)c2n1
  ?, ?, 5%, -33%, ?, 8%
64. CCN(CC(=O)NCc1cccs1)C(=O)/C=C/c1cc(Br)ccc1OC(F)F
  0%, 20%, -2%, -15%, ?, nt
65. C#Cc1ccc(CN2CCC(Oc3ccc(C(=O)NCc4ccccn4)cc3)CC2)cc1
  ?, -5%, -8%, 37%, -3, 2%
66. Nc1cc([N+](=O)[O-])ccc1Nc1ccccc1
  0%, ?, 3%, -51%, -14, -8%
67. CC1(C)CC(=O)C(C=N)=C(O)C1
  ?, 4%, -22%, -5%, 39, 3%
68. COc1ccc(Cc2nc(-c3cccc(C)c3)no2)cc1
  -2%, 86%[activator], -4%, -3%, 73, 0%
69. CCOCCCNC(=O)CNC(=S)N(Cc1ccc(C)cc1)Cc1ccco1
  3%, -6%, ?, 122%[activator], -34, -11%
70. NC(=S)NNc1cccc2cccnc12
  8%, -27%, 1%, -3%, 12, ?
71. O=c1[nH]c(=O)n(Cc2ccc(F)cc2)c(O)c1/C=N/Nc1ccccc1
  2%, 20%, ?, ?, 4, ?
